# Bioassay records: PubChem, Sanford-Burnham Center for Chemical Genomics
# ER stress death = protection against thapsigargin ER stress killing – CSM14.1 cells, ATP luminescence, primary screen; CSM14.1 thapsigargin ER stress survival; relative survival (cellular ATP), % at 15 µg/mL (by protocol); 48,000 tested, 0.33% active; AID 1010, 2008;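 active = survival measured by cellular ATP above 50% at 15 µg/ml in the first screen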;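 note: cell death triggered by about 15 µM thapsigargin; ATP read 24 h after thapsigargin was added; plate controls were thapsigargin with DMSO for no effect and DMSO without thapsigargin for full effect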
# Starred values were filed as active, the others as inactive. Some of the compounds tested (hit frequency here may not be typical).
SMILES,ER stress death
COc1cc(C2NC(=O)N(C)C(C)=C2C(=O)OC2CCCC2)cc(Br)c1O (stereo unspecified),7
O=C1N=c2ccccc2=C1c1sc(=S)n(-c2cccc(C(F)(F)F)c2)c1O,4
CCOc1cccc(C(=O)Nc2sc(C)c(-c3ccc(C)cc3)c2C(=O)OC)c1,0
O=C(NCCO)C(=O)Nc1cccc(F)c1,2
Cc1cc(=O)oc2cc(OC(C)C)ccc12,3
O=C(/C=C/c1ccccc1)Nc1ccc(N2CCCCC2)cc1,4
Cc1ccc2oc(C(Cl)(Cl)Cl)cc(=O)c2c1,-1
O=C(Nc1cccc(O)c1)c1cccc(NC(=O)c2cccs2)c1,4
NC(=O)NC(Cc1c[nH]c2ccccc12)C(=O)O (stereo unspecified),2
O=C(O)COc1ccc(NC(=O)c2ccco2)cc1,2
CC(=O)Nc1ccc(Nc2cc(Cl)c(C(F)(F)F)cc2[N+](=O)[O-])cc1,6
O=[N+]([O-])c1cccc(/C=N\Nc2nc(-c3ccccc3)cc(-c3ccccc3)n2)c1,-4
Cc1ccc(C)n1-c1ccc(Cl)c(C(=O)NN)c1,2
COc1ccccc1/C=C(\NC(=O)c1ccccc1)C(=O)NCc1ccco1,2
O=S(=O)(c1cc(Cl)ccc1Cl)N1CCN(c2ccc(F)cc2)CC1,-10
CCOC(=O)CN1C(=O)Nc2ccc(Br)cc2C1c1ccccc1 (stereo unspecified),8
O=C(CCC1CCCCC1)NCCN1CCOCC1,3
O=C1CC(O)(C(F)(F)F)Oc2c1ccc1ccccc21 (stereo unspecified),-5
Clc1ccc(/C=N/Nc2nc(N3CCOCC3)nc(N3CCOCC3)n2)cc1,6
COc1ccccc1NC(=O)c1sc(-c2ccccc2)nc1C,2
C/C(=N\NC(=O)c1ccncc1)c1ccco1,-6
CC1(C)CC(NC(=O)c2cccc(I)c2)CC(C)(C)N1,3
O=C(NCc1cccnc1)C(=O)N1CCCC1,-4
O=C(N/N=C/c1ccc(Cl)cc1)c1ccc(O)cc1,-16
Cc1cccc(/C(N)=N/OC(=O)COc2ccccc2)c1,1

# (further entries)
SMILES,ER stress death
N/C(=N\c1nc2ccccc2o1)NC(=O)/C=C/c1ccco1,0
CCOC(=O)CSc1nc(N)c(C#N)cc1C#N,4
CCOC(=O)C1=C(C)N=c2s/c(=C\c3cccs3)c(=O)n2C1c1ccc(OCC)cc1 (stereo unspecified),12
O=C(/C=C/c1ccccc1)NC(=S)Nc1ccc(O)c(-c2nc3ccccc3o2)c1,2
COc1cccc(CN2CCN(C(=O)c3ccccc3)CC2)c1OC,-2
CN(Cc1ccccc1)C(=O)c1nn2c(C(F)(F)F)c3c(nc2c1Cl)-c1ccccc1CC3,6
COc1ccc(Oc2coc3c(CN4CCOCC4)c(O)ccc3c2=O)cc1,1
C#CCOc1nc(N(c2ccccc2)c2ccccc2)nc(-n2c(C)nc3ccccc32)n1,4
CN1C(=O)/C(=C\c2cccc(OCc3cccc4ccccc34)c2)SC1=S,9
CC(C)(C)c1ccc(S(=O)(=O)N/N=C/c2ccc3c(c2)OCO3)cc1,0
CCC(=O)Nc1ccc(NC(=O)c2ccc(OC)cc2)cc1,6
COc1ccc(S(=O)(=O)N(CC(=O)Nc2cc(C)ccc2C)c2ccc(C)cc2)cc1OC,1
N#C/C(=C\Nc1ccc(S(=O)(=O)Nc2nccs2)cc1)c1nc(-c2ccc(Cl)cc2)cs1,13
O=S(=O)(NCC(c1ccccc1)N1CCNCC1)c1ccccc1 (stereo unspecified),-6
CCSc1nnc(NC(=O)CSc2ccccc2)s1,6
CC(=O)OC(OC(C)=O)C12C=CC(O1)C1C(=O)N(c3cc(C(F)(F)F)ccc3Cl)C(=O)C12 (stereo unspecified),2
Cc1cc(/C=N/NC(N)=O)c(C)n1-c1ccc(N(C)C)cc1,16
Cc1nc(C)c(C(=O)/C=C(\O)C(=O)O)o1,3
O=C(NC(=S)Nc1ccc2oc3ccccc3c2c1)c1ccccc1,5
O=C(Nc1ccc(Cl)cc1)c1ccncc1,11
O=C1C(=O)N(c2cccnc2)C(c2cccc(F)c2)/C1=C(\O)c1ccc(Cl)cc1 (stereo unspecified),8
COc1ccc(C(C)NC(=O)CCc2ccccc2)cc1 (stereo unspecified),8
O=C(NNC(=O)c1cccc(O)c1)c1ccc(Br)cc1,-8
CCOC(=O)C1=C(c2ccccc2)OC(N(C)C)C(c2ccccc2)=C1 (stereo unspecified),-3
COc1ccc(-n2c(SCC(=O)Nc3ccccc3C)nc(O)c(Cc3ccccc3)c2=O)cc1,9

# Continued, overlapping the part above by 2 compounds.
SMILES,ER stress death
CCOC(=O)C1=C(c2ccccc2)OC(N(C)C)C(c2ccccc2)=C1 (stereo unspecified),-3
COc1ccc(-n2c(SCC(=O)Nc3ccccc3C)nc(O)c(Cc3ccccc3)c2=O)cc1,9
Cc1ccnc(NS(=O)(=O)c2ccc(N3C(=O)c4c(Cl)c(Cl)c(Cl)c(Cl)c4C3=O)cc2)n1,-1
COc1ccc([N+](=O)[O-])cc1-c1ccc(/C=C2\C(=O)NC(=O)N(c3cc(C)cc(C)c3)C2=O)o1,22
Cc1ccc(NCC(=O)N/N=C\c2cccc(OC(=O)c3ccco3)c2)cc1,-2
CC1(C)CC(=O)C(C(O)c2ccc([N+](=O)[O-])cc2)C(C)(C)N1 (stereo unspecified),0
CCOC(=O)C1=C(c2ccccc2)N=c2s/c(=C\c3ccco3)c(=O)n2C1c1cccc(OC)c1OC (stereo unspecified),16
COc1ccc(C(=O)Nc2ccccc2C(=O)NC2CCCCC2)cc1,6
O=C(/C=C/c1ccco1)Nc1ccc(Cl)cc1Cl,-7
CCOc1ccc2c(c1)-c1c(ssc1=S)C(C)(C)N2C(=O)CC,7
CC(=O)N1C(=O)/C(=C2\SC(=S)N(Cc3ccccc3)C2=O)c2ccccc21,-3
COC(=O)COc1ccc(/C=C(/C#N)C(=O)Nc2cccc(Br)c2)cc1OC,4
O=C(NCc1ccncc1)c1cccc([N+](=O)[O-])c1,2
CCN1C(=O)c2cccc3c(S(=O)(=O)N(C)C)ccc1c23,0
COC(=O)C1=C(O)/C(=C/c2ccccc2O)N=C1C,0
COc1ccc(S(=O)(=O)Nc2ccccc2C(N)=O)cc1,0
O=C1N=C(SCC(=O)N2CCCc3ccccc32)NC(=O)C1c1ccccc1 (stereo unspecified),6
Cc1sc2nc(NC(=O)c3ccccc3)sc(=O)c2c1C,11
CCOC(=O)C(CC)C(C)=NNC(=O)c1ccc([N+](=O)[O-])cc1 (stereo unspecified),8
COc1ccc(NCn2nnc3ccccc32)c([N+](=O)[O-])c1,5
COC(=O)c1ccc(NC(=O)C(C)Oc2ccc(Cl)cc2C)cc1 (stereo unspecified),4
Cc1ccc(/C=C2/SC(=O)N(CN3CCCCC3)C2=O)cc1,-16
Cc1cc(/C=N/NC(=O)CC#N)c(C)n1-c1ccc(N(C)C)cc1,5
COc1cc(OC)c(NC(=O)COc2ccc(F)cc2)cc1Cl,9
Cc1oc2ccc(OC(C)C(=O)O)cc2c1C(=O)O (stereo unspecified),-1
COc1cc(NC(=O)CCC(=O)O)nc(OC)n1,28
CC(NC(=O)Nc1ccc(Cl)c(Cl)c1)C1CC2CCC1C2 (stereo unspecified),1

# (listing goes on)
SMILES,ER stress death
COc1cc(C(=O)N/C(=C/c2cccc([N+](=O)[O-])c2)C(=O)NCC(=O)O)cc(OC)c1OC,2
COc1cccc(NC(=O)c2ccc(CN(c3ccc(C)c(C)c3)S(C)(=O)=O)cc2)c1,6
O=C(Nc1ccccc1C(=O)O)c1cccc(S(=O)(=O)Nc2ccc(F)cc2)c1,2
CCc1ccc(NC(=O)C2CC(=O)N(C3CCCCC3)C2)cc1 (stereo unspecified),3
CCOC(=O)c1c(NC(=O)c2ccc(Cl)cc2)sc(C(=O)Nc2ccc3c(c2)OCO3)c1C,6
O=C(CN(c1cccc(Cl)c1)S(=O)(=O)c1ccccc1)Nc1cccc2cccnc12,7
O=c1cc(C(F)(F)F)nc(Sc2c(-c3ccccc3)c3cc(Cl)ccc3[nH]c2=O)[nH]1,2
O=C1C=C(Nc2ccc(Cl)cc2)CN1,-2
COC(=O)c1c(NC(=O)c2ccccc2F)sc2c1CCCCC2,-2
COCCOC(=O)C1=C(C)NC(=O)NC1c1ccc(OCC(N)=O)cc1 (stereo unspecified),-2
Cc1ccccc1NC1CC(C)N(C(=O)c2ccccc2)c2c(C)cccc21 (stereo unspecified),4
COc1ccc(OC)c(N(CC(=O)Nc2ccc(Br)cc2)S(C)(=O)=O)c1,3
Clc1ccc(OCC2COCCO2)cc1 (stereo unspecified),5
CCCCN1C(=O)/C(=C/C=C/c2ccccc2)SC1=S,-2
COc1ccc(NC(=O)CN(c2cccc([N+](=O)[O-])c2)S(=O)(=O)c2ccccc2)cc1,11
COc1ccccc1CC(=O)Nc1ccc(C)c(Cl)c1,5
CCOC(=O)c1sc(NN=C(C#N)C#N)c(C(=O)OCC)c1C,-4
Cc1ccc(/C(O)=C2\C(=O)C(=O)N(c3ccc(O)cc3)C2c2cccc([N+](=O)[O-])c2)cc1 (stereo unspecified),2
Cc1ccc(C)c(S(=O)(=O)N2CCC(C)CC2)c1,10
Cc1ccc(NC(=O)CC(=O)NN)cc1,-5
O=C(NCCCn1ccnc1)c1cc(-c2ccc(Cl)cc2)nc2ccccc12,-23
O=C(O)c1ccc(S(=O)(=O)c2ccc3c(c2)C(=O)N(c2nc4ccccc4s2)C3=O)cc1,-4
CN(C)c1ccc(C=Nn2cnnc2)cc1,7
CCOC(=O)c1c(N)sc(C(=O)Nc2ccccc2C(F)(F)F)c1C,-5
O=C(NCCN1CCOCC1)c1cnn2c1NC(c1ccco1)CC2C(F)(F)F (stereo unspecified),9

# Later entries:
SMILES,ER stress death
O=C(Nc1ccc(C(=O)c2ccccc2)cc1)c1ccc(Cl)cc1,4
N#CC(C#N)=Cc1cn(CC(=O)Nc2ccccc2)c2ccccc12,13
O=C(CN(c1ccccc1)S(=O)(=O)c1ccccc1[N+](=O)[O-])NCCc1ccccc1,3
Oc1ccc(/C=N\N2CCN(c3ccccc3)CC2)c(O)c1,11
COc1c(Cl)cc(C(=O)Nc2ccc(I)cc2Cl)cc1Cl,3
O=C1/C(=C/c2cn(-c3ccccc3)nc2-c2cccs2)SC(=S)N1Cc1ccccc1,5
CCOc1ccccc1NC(=O)c1cc([N+](=O)[O-])ccc1N1CCN(Cc2ccccc2)CC1,-2
CC(C)c1ccc([N+](=O)[O-])cc1S(=O)(=O)N1CCN(c2ccccc2)CC1,1
c1ccc2nc3c(cc(N4CCOCC4)c4ccccc43)nc2c1,6
Cc1[nH]c2ccccc2c1C(=O)/C=C/c1cccs1,0
O=C(NCCOc1ccccc1Cl)c1ccc2c3c(cccc13)CC2,20
Cc1ccc(C(=O)Nc2ccccc2C(=O)Nc2ccncc2)cc1,-4
CC(C)(C)C1=CC(N)=C(C(C)(C)C)C(=O)C1=O,23
COc1cc(/C=C2\SC(=S)N(Cc3ccco3)C2=O)ccc1O,1
CCOc1cccc(C(=O)Nc2cc(C(F)(F)F)cc(C(F)(F)F)c2)c1,0
O=C1/C(=C\c2cccc(Br)c2)SC(=S)N1CN1CCCCC1,13
O=c1cc(-c2ccccc2)nc2cc(-c3cccc(F)c3)[nH]n12,5
Nc1ccc2nc(SCc3ccc([N+](=O)[O-])cc3)sc2c1,3
CC(C)OC(=O)c1c(-c2ccc(Br)cc2)csc1NC(=O)C1C2CCC(C2)C1C(=O)O (stereo unspecified),1
CCN(CC)CCn1c(=N)n(CCO)c2ccccc21,-1
COc1ccc(/C=C2/SC(=Nc3ccc(F)cc3)NC2=O)c(OC)c1,1
O=C(c1sc2cc(F)ccc2c1Cl)N1CCc2ccccc2C1,0
O=C(Nc1ccccc1[N+](=O)[O-])C1COc2ccccc2O1 (stereo unspecified),6
COc1ccc(/C=C2\C(=O)NC(=O)N(c3ccccc3)C2=O)c(C)c1,0
COc1ccc(C(=O)NNC(=O)c2ccccc2O)cc1,-6

# Retrieved one by one from the entries so far, three records:
SMILES,ER stress death
O=C(Nc1ccc(C(=O)c2ccccc2)cc1)c1ccc(Cl)cc1,4
COC(=O)COc1ccc(/C=C(/C#N)C(=O)Nc2cccc(Br)c2)cc1OC,4
CCN(CC)CCn1c(=N)n(CCO)c2ccccc21,-1

# Shown tab-delimited: part of the list above.
Molecule	ER stress death
COc1cccc(NC(=O)c2ccc(CN(c3ccc(C)c(C)c3)S(C)(=O)=O)cc2)c1	6
O=C(Nc1ccccc1C(=O)O)c1cccc(S(=O)(=O)Nc2ccc(F)cc2)c1	2
CCc1ccc(NC(=O)C2CC(=O)N(C3CCCCC3)C2)cc1 (stereo unspecified)	3
CCOC(=O)c1c(NC(=O)c2ccc(Cl)cc2)sc(C(=O)Nc2ccc3c(c2)OCO3)c1C	6
O=C(CN(c1cccc(Cl)c1)S(=O)(=O)c1ccccc1)Nc1cccc2cccnc12	7
O=c1cc(C(F)(F)F)nc(Sc2c(-c3ccccc3)c3cc(Cl)ccc3[nH]c2=O)[nH]1	2
O=C1C=C(Nc2ccc(Cl)cc2)CN1	-2

# Continuation:
SMILES,ER stress death
CCOc1ccccc1N(CC(=O)Nc1cc(Cl)cc(Cl)c1)S(=O)(=O)c1ccccc1,-3
N/C(=N\OCC(=O)Nc1ccccc1)c1nonc1N,10
O=C1C2C3C=CC(C4CC34)C2C(=O)N1c1ccc(F)cc1 (stereo unspecified),6
CNC(=O)C(=O)Nc1c(C)cccc1C,2
C=CCOCC(O)CSCc1ccc(Cl)cc1 (stereo unspecified),-17
COc1ccc(OC)c(NC(=S)NC(NC(=O)Cc2cccc3ccccc23)C(Cl)(Cl)Cl)c1 (stereo unspecified),3
CC1=C(C(=O)OC(C)C)C(c2ccc(F)cc2)NC(=O)N1 (stereo unspecified),1
O=C(Nc1cc(Cl)ccc1C(=O)O)c1ccc2c(c1)C(=O)N(c1ccccc1-c1ccccc1)C2=O,6
